# Compound activity deposited in PubChem by Sanford-Burnham Center for Chemical Genomics.
# mouse EphA4 binding = inhibitors of EphA4 binding to KYL peptide, primary screen, biochemical, colorimetric, mouse EphA4 (AID 689); EphA4-AP binding to KYL peptide, pNPP A405; higher % means a stronger effect; inhibition, % at 10 µM; hits with a dose series show IC50 in µM; hit rate 0.1% among 62,000; in the data active = a potency from the dose series; inactive = the rest, 99 in 100 with inhibition below about 22%
# Numbers without * were called inactive. Not all compounds are listed; rates above refer to the full screens.
Compound | mouse EphA4 binding
CCOc1ccccc1NC(=O)CCC(=O)O | -9%
CN(CCCNC(=O)Cn1cc2c(n1)CCCC2)C1CCCCC1 | -35%
O=C(Oc1cc(=O)oc2ccccc12)c1ccco1 | -13%
Cc1cc(=O)[nH]c(SCC(=O)O)c1C#N | 5%
O=[N+]([O-])c1ccc(N/N=C/c2c[nH]c3ccccc23)cc1 | -1%
N#Cc1cnn(-c2ccccc2)c1N | -7%
O=C(C1CCN(S(=O)(=O)c2cccc3cccnc23)CC1)N1CCN(c2ccc(Cl)cc2)CC1 | 5%
O=C1CCc2cc(S(=O)(=O)NC(Cc3ccccc3)C(=O)NCC3CCCO3)ccc2N1 (stereo not drawn) | -20%
Cc1ccccc1C(=O)Nc1cccc(N)c1 | -6%
N#Cc1ccccc1OCC(=O)Nc1c(C(=O)C2CC2)oc2ccccc12 | -5%
OCCOCCn1c(-c2ccccc2)nc(=S)c2c1CCCC2 | -18%
Cc1cc(Cl)c(S(=O)(=O)N2CCN(c3ccc(F)cc3)CC2)cc1OCC(=O)NC1CCCCC1 | -4%
O=C(O)c1[nH]c2ccccc2c1CC(=O)N1CCOCC1 | -8%
CN(C(=S)NC(=O)c1ccccc1Br)C1CCCCC1 | -3%
O=C(NC(=S)Nc1ccc2oc(-c3ccc(Cl)cc3)nc2c1)c1ccco1 | -8%
CCN1C(=O)C(=Cc2ccc(-c3cccc(C(=O)O)c3)o2)C(=O)N(CC)C1=S | 4%
COc1ccccc1N(CN1CCCC1=O)C(=O)COc1ccccc1 | -6%
COc1ccc(C(C)=O)cc1COC(=O)c1cc(C)oc1C | -10%
CCOC(=O)c1c(-c2ccccc2)c(C(C)=O)c(=O)n(C)c1C | 0%
CCn1nnnc1-c1ccc(OC)c(S(=O)(=O)N2CCCCC2)c1 | -1%
Cc1cc(C(=O)O)c(C)n1-c1ccccc1 | -7%
CCOc1cc(C(=S)N2CCOCC2)ccc1OS(=O)(=O)c1ccc(NC(C)=O)cc1 | -7%
CCN(CC)C(=O)CN(C#N)c1nc(OC)nc(N(C)C)n1 | 7%
Cc1cccc2cc(COC(=O)c3ccco3)c(=O)[nH]c12 | 0%
Nc1cc(C(=O)OCC(=O)NCc2ccco2)ccc1Cl | 25%

# 2 of the compounds above, with each value named:
Cc1cc(=O)[nH]c(SCC(=O)O)c1C#N
- mouse EphA4 binding: 5%

O=[N+]([O-])c1ccc(N/N=C/c2c[nH]c3ccccc23)cc1
- mouse EphA4 binding: -1%

# Next compounds follow:
Compound | mouse EphA4 binding
COCc1cc(Sc2ccc(Br)cc2)nc(-c2ccccc2)n1 | 3%
CN(C(=O)CSc1nnc(-c2ccco2)o1)C1CCCCC1 | -8%
Cc1ccc(OCC(=O)Nc2cc(C)ccc2C)cc1 | -9%
Cc1ccc(-c2[nH]n3c(=O)c4c(nc3c2C)CCCC4)cc1 | -7%
O=C(N1CCOCC1)C(F)(F)C(=O)N1CCOCC1 | -15%
Clc1ccccc1COc1ccccc1-c1nnco1 | -4%
Cc1c(Cl)cccc1-n1c(SCC(=O)NCc2ccccc2Cl)nnc1-c1ccncc1 | -2%
CC(=O)C1C(c2ccccc2Cl)NC(=O)NC1(O)C(F)(F)F (stereo not drawn) | -16%
O=C(COC(=O)COc1ccccc1[N+](=O)[O-])Nc1ccc(S(=O)(=O)N2CCCCC2)cc1 | -12%
O=C(OCc1cn(-c2ccc(Cl)c(Cl)c2)nn1)c1ccccc1 | -1%
N#Cc1c(SCC(N)=O)nsc1SCc1ccccc1Cl | -13%
CC(=O)Nc1ccccc1NC(=O)c1ccc(Br)cc1 | -10%
COC(=O)/C=C/CSC1=N/C(=C/c2ccc(-n3cncn3)cc2)C(=O)N1 | -1%
COc1ccc(-c2cc(C(=O)Nc3ccc([N+](=O)[O-])cc3)c3ccccc3n2)cc1 | -1%
FC(F)(F)c1cccc(-c2noc(CN3CCOCC3)n2)c1 | 1%
CCCCNS(=O)(=O)c1ccc2nc(SCC(=O)c3ccccc3OC)[nH]c2c1 | -7%
Cn1c(N2CCCC2)nc2c1c(=O)n(Cc1cccc(F)c1)c(=O)n2C | -2%
COc1ccc(-c2nnc(SCC(=O)NC3CCCCC3)o2)cc1OC | -10%
NC(=O)C1(N2CCCCC2)CCN(CC(=O)Nc2ccccc2Sc2ccccc2)CC1 | -13%
C(=C\c1ccccc1)/C=N/Nc1nc2ccccc2s1 | -4%
NC(=O)C1CCN(C(=O)c2cccc(F)c2)CC1 | -6%
Cc1ccc(NC(=S)NN2CCOCC2)c(C)c1 | 0%
Cc1nn(-c2ccccc2)c(OC(=O)c2cccs2)c1S(=O)(=O)c1ccccc1 | 7%
O=C(NCCC1=CCCCC1)C1CCCN(S(=O)(=O)c2cnc[nH]2)C1 (stereo not drawn) | -2%
COC(=O)C(Cc1ccc(OC(=O)c2ccc(C(F)(F)F)cc2)cc1)N1Cc2ccccc2C1=O (stereo not drawn) | -7%

# The final 2 entries of the section above are carried over, then new ones follow:
Compound | mouse EphA4 binding
O=C(NCCC1=CCCCC1)C1CCCN(S(=O)(=O)c2cnc[nH]2)C1 (stereo not drawn) | -2%
COC(=O)C(Cc1ccc(OC(=O)c2ccc(C(F)(F)F)cc2)cc1)N1Cc2ccccc2C1=O (stereo not drawn) | -7%
Cc1cccc(-c2c3c(=O)n(C)c(=O)n(C)c3c3cccnn23)c1 | -14%
CC(/C=N/NC(=O)Cc1cc(=O)[nH][nH]1)=C\c1ccccc1 | -2%
Cc1ccc(SCC2(O)CCN(C(=O)c3ccc(Cl)cc3)CC2)cc1 | -10%
CCOc1ccc(C(=O)Nc2ccc(-c3cc4ccccc4oc3=O)cc2)cc1 | 0%
O=C(O)c1ccc(NC(=S)NC(NC(=O)c2ccco2)C(Cl)(Cl)Cl)cc1 (stereo not drawn) | -19%
Cc1ccc(SCC(=O)Nc2ccc(N3CCN(C)CC3)c(F)c2)cc1 | 2%
O=C(NCc1cccnc1)c1ccc2c(c1)OCO2 | -7%
COc1cc(-c2nc(-c3ccccc3)c(-c3cc([N+](=O)[O-])ccc3C)[nH]2)cc(OC)c1OC | 13%
CCN(CC)c1ccc(/C=N/N2CCN(Cc3ccc(C)cc3)CC2)c(O)c1 | -3%
O=[N+]([O-])c1ccc(S(=O)(=O)Nc2ccc(-c3csc(-c4ccccc4)n3)cc2)cc1 | 10%
COCCOC(=O)c1c(C)oc2ccc(OCc3ccc(F)cc3)cc12 | 5%
Cc1ccc(OCc2nc(C#N)c(NCc3ccco3)o2)cc1 | -15%
O=C1C(c2ccc(F)cc2)N(Cc2ccc3c(c2)OCO3)C(=O)CN1C1CCCC1 (stereo not drawn) | -13%
CCSc1nnc(NC(=O)Cc2ccccc2OC)s1 | 2%
COCCCNC(=O)c1ccc(CN(c2ccccc2)S(C)(=O)=O)cc1 | 4%
Cc1onc(-c2ccccc2Cl)c1C(=O)N(C)C1CCCCC1 | 16%
O=C1NC(=O)N(c2ccc(Cl)cc2)C(=O)/C1=C/c1ccc(-c2ccccc2C(=O)O)o1 | -8%
O=C(Nc1ccc2c(c1)nc1n2CCN(C2CCCCC2)C1)NC1CCCCC1 | -12%
CC(=O)N1CCN(c2ccc(NC(=O)c3ccc(C)cc3)cc2)CC1 | -5%
COc1cccc(Nc2nc(N)nc(C(F)(F)F)n2)c1 | -5%
O=[N+]([O-])c1ccc(/C=N\N2CCN(c3ccc(Cl)cc3)CC2)cc1 | -3%
COc1ccc(N(CC(=O)NCc2ccco2)S(C)(=O)=O)cc1 | -10%
COc1ccc(-c2nc(C3CCCCC3)no2)cc1OC | -6%
N=c1n(CCO)c2ccccc2n1CCOc1ccccc1 | -30%
CSc1nnc(-c2sccc2OCc2ccc(C)cc2)n1C | -6%
CCOc1ccc(Cl)cc1/C=N/O | -20%
Cc1ccc(NC(=O)CCC(=O)OC(C(=O)c2ccc(C)c(C)c2)c2ccccc2)c(C)c1 (stereo not drawn) | -7%
Cc1cccc(-c2nnc(SCc3ccccc3)o2)c1 | -13%
COc1cccc(-n2nnc3c(=O)n(CC(=O)N4CCC(Cc5ccccc5)CC4)cnc32)c1 | 3%
Cn1c(CCNC(=O)c2ccccc2)nc2cc(NC(=O)C3CCCCC3)ccc21 | -7%
CC(C)(C)C1CCC(OC(=O)c2ccncc2)CC1 (stereo not drawn) | -17%
Cc1ccc(C2CC(C(F)(F)F)n3ncc(C(=O)NCc4ccco4)c3N2)cc1 (stereo not drawn) | 0%
CN(C)c1cccc(-c2nnc(SCCCC#N)o2)c1 | -5%
CCOC(=O)c1c(C(C)(C)C)oc2ccc(OCC#N)cc12 | -1%
C=CCOc1c2ccc(C(=O)NCc3ccc(C)cc3)cc2nn1C | 13%
CCOC(=O)Cc1cnc(NC(=O)c2ccccc2)s1 | 4%
COc1ccc(-c2nc(SCc3ccccc3)n(S(C)(=O)=O)n2)cc1 | -9%
O=C(O)CNC(=O)c1ccc(S(=O)(=O)N2CCOCC2)cc1 | -1%
CC(C)(C)C1=Nn2c(nnc2-c2ccccn2)SC1 | 14%
Cc1cc(C)c(Cn2cnc(-c3ccc([N+](=O)[O-])cc3)c2)c(C)c1 | 1%
O=c1nc(-c2ccccc2)c2cc(Cl)ccc2[nH]1 | -5%
CCOc1cc(/C=C2/SC(=S)N(Cc3ccccc3)C2=O)ccc1OC(=O)c1cccc([N+](=O)[O-])c1 | -13%
COC(=O)C1=C(C)N(Cc2ccc(OC)c(OC)c2)C(=O)C1 | -3%
Cc1nc(NC(=O)c2cccc(Cl)c2)sc1-c1csc(Nc2cccc(Cl)c2)n1 | -4%
CN(C)CCCn1c(NCc2ccc3c(c2)OCO3)nc2ccccc21 | -11%
Cc1c(N=C/C=C/c2ccccc2)cnn1C | -8%
COc1ccc(OC)c(NC(=O)CSc2nnnn2-c2ccccc2F)c1 | 3%
COc1ccc(C(c2nnnn2C(C)(C)C)N2CCN(c3nc4ccccc4s3)CC2)cc1 (stereo not drawn) | -11%
CCOc1ccc(C(=O)Nc2ccccc2-c2ccccc2)cc1Cl | -10%
Cc1ccc2cc(S(=O)(=O)NCCC(=O)O)ccc2c1 | 0%

# Additional records.
Compound | mouse EphA4 binding
O=C1CN(C(=O)CCCc2c[nH]c3ccccc23)c2ccccc2N1 | -3%
COc1ccc(Nc2ncc(C(=O)N3CCN(Cc4ccccc4)CC3)c3ccccc23)cc1 | 0%
O=C(NCc1ccc(Cl)cc1)c1cnccn1 | 7%
O=C(CCCN1CCOCC1)c1ccc2c(c1)OCCO2 | 1%
CCOc1nc(N(C)C)nc(-n2nnc(C(C)=O)c2C)n1 | -5%
Cc1nn(C)c(C)c1S(=O)(=O)N1CCc2ccccc21 | 1%
COc1ccc(C2NC(=O)c3ccccc3O2)c(OC)c1OC (stereo not drawn) | -1%
Cn1nc(CC(=O)NC2CCCCCC2)c2ccccc2c1=O | -7%
CO/N=C/NC(=O)c1c(OC)ccnc1Oc1ccc(Cl)cc1 | -9%
CCOC(=O)C1(S(=O)(=O)c2ccccc2)CCN(Cc2ccc(Cl)cc2)CC1 | -1%
Cc1nc2ccccc2c(=O)n1/N=C/c1c(O)ccc2ccccc12 | 14%
N#C/C(C(=O)c1ccccc1)=C1/CCCN1 | 5%
Cc1noc(C)c1S(=O)(=O)N1CCCC(C(=O)Nc2nccs2)C1 (stereo not drawn) | 7%
CCOC(=O)CSC1=NC(=O)CS1 | 14%
CCOc1ccc(C2=C(C=Nc3c(C)n(C)n(-c4ccccc4)c3=O)C(c3ccc(F)cc3)c3ccccc3O2)cc1 (stereo not drawn) | -4%
Cc1nn(Cc2ccccc2)c(C)c1C(=O)OCC(=O)c1cc(C)n(CC(F)(F)F)c1C | -7%
O=C(Nc1ccc(I)cc1Cl)c1ccc(-c2cccc(Cl)c2)o1 | 14%
CCN=C(Nc1ccc2c(c1)OCO2)SC1CC(=O)N(c2ccccc2F)C1=O (stereo not drawn) | -23%
COc1ccc(-c2cc(C(=O)Nc3ccccc3OC)c3ccccc3n2)cc1 | -4%
Cc1cc(C)n2nc(-c3ccc(F)cc3)cc2n1 | 2%
O=C(NNC(=O)c1ccccc1F)c1cccc(Cl)c1 | -8%
Cc1cc(C)c(S(=O)(=O)c2c(C)cccc2C)c(Cl)n1 | -12%
COc1ccc(Cl)cc1N(CC(=O)Nc1ccc2c(c1)OCO2)S(C)(=O)=O | -15%
Cc1ccc(O)c(-c2cc(C(F)(F)F)[nH]n2)c1 | 2%
COc1ccc(-c2nnc(Nc3nc4c(OC)cccc4s3)o2)cc1 | 0%

# Taken from above:
# CO/N=C/NC(=O)c1c(OC)ccnc1Oc1ccc(Cl)cc1 in mouse EphA4 binding is entered as -9%
# Cc1noc(C)c1S(=O)(=O)N1CCCC(C(=O)Nc2nccs2)C1 (stereo not drawn) in mouse EphA4 binding is entered as 7%
# O=C(Nc1ccc(I)cc1Cl)c1ccc(-c2cccc(Cl)c2)o1 in mouse EphA4 binding is entered as 14%
# Cc1nn(Cc2ccccc2)c(C)c1C(=O)OCC(=O)c1cc(C)n(CC(F)(F)F)c1C in mouse EphA4 binding is entered as -7%
# COc1ccc(-c2cc(C(=O)Nc3ccccc3OC)c3ccccc3n2)cc1 in mouse EphA4 binding is entered as -4%

# (listing goes on)
Compound | mouse EphA4 binding
CCCCOC(=O)C1CCCC(C(=O)OCCCC)N1 (stereo not drawn) | -11%
Cn1nc(CC(=O)NC2CCCCCCCCCCC2)c2ccccc2c1=O | -13%
CCOc1ccc(C2c3c(oc4cc(C)c(C)cc4c3=O)C(=O)N2CCCN2CCOCC2)cc1 (stereo not drawn) | -9%
Cc1nc2ccccc2c2oc(C(=O)NCC3CCCO3)cc12 (stereo not drawn) | -11%
CCn1c(=O)n(CC(=O)NC2CCCC(C)C2C)c(=O)c2ccccc21 (stereo not drawn) | 4%
CCC(=O)Nc1ccc2c(c1)nc(CCN1CCN(C)CC1)n2C | -5%
O=C(c1ccc(CN2CCc3ccccc3C2)cc1)N1CCc2ccccc2C1 | -13%
Cc1ccc(CNC(=O)C2CCCN2C(=O)NCc2ccccc2)cc1 (stereo not drawn) | -11%
COc1ccc(C(=O)C(CCCCC(CN(C)C)C(=O)c2ccc(OC)cc2)CN(C)C)cc1 (stereo not drawn) | 6%
COc1ccc(C(=S)Nc2ccc(C)cc2)cc1 | -13%
CCCc1cc(=O)oc2c(C)c(OCC(=O)c3ccc(N4CCCC4)cc3)ccc12 | -14%
